# High-throughput results as filed in PubChem BioAssay.
# TSHR antagonist: human thyrotropin receptor antagonism | P16473 | TSHR-expressing cells, TSH-stimulated cAMP HTRF, 2 h; hits give low values | activity change, negative = inhibition, % at 11.5 µM | 0.2% of 330,000 active | AID 504810;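 active = activity change below a set negative limit, meaning inhibition stronger than a set level, cut at about -70% in these data; inconclusive = activity change between two set negative limits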; also: % is scaled to controls: 0 for no effect and ±100 for the full control effect
# Target sequence (P16473 whole entry, looked up): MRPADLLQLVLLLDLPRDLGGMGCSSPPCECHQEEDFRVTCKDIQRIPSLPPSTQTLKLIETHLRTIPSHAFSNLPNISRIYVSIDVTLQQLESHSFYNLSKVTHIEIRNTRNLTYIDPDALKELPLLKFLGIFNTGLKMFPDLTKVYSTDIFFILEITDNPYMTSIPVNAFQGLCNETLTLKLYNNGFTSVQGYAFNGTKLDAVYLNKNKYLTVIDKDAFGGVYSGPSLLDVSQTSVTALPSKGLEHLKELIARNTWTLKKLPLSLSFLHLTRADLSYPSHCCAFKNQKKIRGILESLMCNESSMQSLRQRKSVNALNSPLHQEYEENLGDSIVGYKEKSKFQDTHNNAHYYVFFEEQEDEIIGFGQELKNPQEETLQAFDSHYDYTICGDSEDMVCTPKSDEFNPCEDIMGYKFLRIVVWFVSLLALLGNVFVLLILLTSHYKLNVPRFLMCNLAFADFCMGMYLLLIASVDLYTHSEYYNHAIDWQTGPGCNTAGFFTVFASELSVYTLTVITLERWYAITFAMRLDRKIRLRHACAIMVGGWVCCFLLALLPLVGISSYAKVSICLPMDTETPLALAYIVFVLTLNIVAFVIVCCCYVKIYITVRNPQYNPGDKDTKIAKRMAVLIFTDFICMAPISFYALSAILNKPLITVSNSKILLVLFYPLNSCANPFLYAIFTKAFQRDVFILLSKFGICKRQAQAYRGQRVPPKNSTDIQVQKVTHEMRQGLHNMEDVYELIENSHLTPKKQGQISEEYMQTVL
#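 Cell-based HTRF cAMP assay; TSHR cells + compound, TSH EC80 (4nM final), 2 h, 37 deg C. Lysis with anti-cAMP cryptate and cAMP-d2, 30 min RT, read 665/620 nm.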
# GALK inh: blocks human galactokinase activity. P51570. Purified GALK, Kinase-Glo residual ATP luminescence. Potency, µM (series often up to 57.5 µM), without a hit: at the top dose activity change, negative = inhibition, actives largely listed as inhibitors. 0.007% of 270,000 active; also: potency is read from the fitted curve at half-maximal effect; % is scaled to controls: 0 for no effect and ±100 for the full control effect
#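 The enzyme phosphorylates galactose (100 uM) using ATP (35 uM); inhibition is detected as higher residual ATP, quantified by bioluminescence after 1 h reaction at room temperature, pH 8.0.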
# KCNH2 WT inh: blocks the wildtype human KCNH2 potassium channel. 0.37% of 340,000 active. U2OS, BacMam KCNH2, thallium flux FluxOr; hits give low values. activity change, % at 1.84 µM. AID 720551. Q12809;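 active = maximum activity change below -70%; inconclusive = maximum activity change between -70% and -50%; inactive = maximum activity change above -50%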; also: % is scaled to controls: 0 for no effect and ±100 for the full control effect
#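 U2OS cells transduced with wild-type KCNH2 virus are loaded with FluxOr dye for 45 min, and thallium flux is measured in kinetic reads before and after stimulation buffer. Rate constants are normalized to DMSO controls.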
# Menin-MLL TR inh: inhibitors of human menin-MLL interaction, mutant MLL peptide; Potency, µM (series often up to 61.6 µM), inactives show top-dose FP activity change, negative = inhibition, hits mostly inhibitors; Menin + Texas Red MLL mutant peptide, fluorescence polarization; O00255; 0.23% of 270,000 active; active = well fitted inhibition curve with a large enough effect in the polarisation, with a control signal flat, not every such curve was filed as active; inconclusive = small, poorly fitted or top-dose-only effect, or effect the other way, or a change in a side signal; inactive = no such curve, though single readings can be large or run the other way; the % refers to the polarisation; also: potency is read from the fitted curve at half-maximal effect; % of control where 0% means no effect; many of its hits are not listed in these tables
# Mito fusion yeast: mitochondrial division inhibition or fusion activation. Potency, µM (top dose mostly 46.1 µM), for inactives: at the top dose growth rescue (activation), hits mostly activators. S. cerevisiae fusion-defective mutant growth rescue, CellTiterGlo 48 h. 0.23% of 320,000 active;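 also: potency is read from the fitted curve at half-maximal effect; % of control where 0% means no effect; nearly all actives have a fitted effect of over 45% in size; temperature-sensitive fusion mutants such as fzo1-1 at 37 °C on non-fermentable ethanol glycerol medium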
#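 Temperature-sensitive fusion-defective S. cerevisiae (e.g. fzo1-1, mgm1-5) were grown with compound in YPEG medium (3% ethanol, 3% glycerol) for 48 hours at 37C. Growth rescue was measured as viability by CellTiterGlo luminescence after 10 minutes at ambient.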
# PKM2 act: increases activity of human pyruvate kinase M2 | P14618 | purified PKM2, Kinase-Glo ATP luminescence, activation; response scale: 0% is enzyme alone, no compound | Potency, µM (titrated, usually from 57.5 µM), without a hit: top-dose activation, most hits filed as activators | 0.34% of 260,000 active; also: potency is read from the fitted curve at half-maximal effect; % is scaled to controls: 0 for no effect and ±100 for the full control effect; nearly all actives have a fitted effect of over 55% in size
#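 Kinase-Glo luminescence reports ATP generated from ADP (0.1 mM) and PEP (0.5 mM) by purified hPK-M2 after 1 h at room temperature, pH 7.2 imidazole buffer; intermediate enzyme activity allows detecting inhibitors and activators.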
# ASM inhibitor: human S-ASM enzyme inhibition. AID 504937. Potency, µM (series often up to 57.5 µM), for the others: top-dose activity change, negative = inhibition, hits mostly inhibitors. 0.006% of 340,000 active. P17405. placental ASM, HMU-PC fluorogenic substrate, 60 min; also: potency is read from the fitted curve at half-maximal effect
#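 HMU-PC0 cleavage (9 uM final) by human placental ASM, 60 min at 37 °C following 10 min compound exposure at RT; stopped at pH 10, fluorescence Ex 386/Em 447 nm.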
# Eya2 phos inh: Eya2 (human) phosphatase inhibition. O00167. recombinant Eya2, OMFP fluorescence dephosphorylation (OMFP is methylfluorescein phosphate). Potency, µM (titrated, usually from 76.9 µM), for the others: top-dose activity, negative = inhibition, actives largely listed as inhibitors. 0.006% of 330,000 active. AID 488837; also: potency is read from the fitted curve at half-maximal effect; % is scaled to controls: 0 for no effect and ±100 for the full control effect
#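 Eya2 (0.2 uM) preincubated 10 min at ambient with compound, then OMFP substrate added at 50 uM; 10 min reaction in 50 mM HEPES pH 7.5, 50 mM NaCl, 5 uM MgCl2, 0.05% BSA, 1 mM DTT. Fluorescence read at Ex 485/Em 525 nm.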
# USP2a inh: inhibitors of human ubiquitin-specific protease USP2a; Potency, µM (series often up to 38.3 µM), for the others: at the top dose activity change, negative = inhibition, actives largely listed as inhibitors; USP2 core, Ub-CHOP2 coupled fluorogenic reporter, 485/531; 0.01% of 330,000 active; O75604;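 also: potency is read from the fitted curve at half-maximal effect; plate controls were DMSO wells for no effect and full inhibition by NEM control for full effect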
#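 Deubiquitinase activity read as fluorescence (485/531 nm) after Ub-CHOP2 cleavage activates the enterokinase reporter on its substrate; USP2 core 10nM, Ub-CHOP2 and substrate 25nM each, 30min compound preincubation then 60min RT; data normalized to NEM, curves fitted.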
# MBNL1-CUG inh: MBNL1-poly(CUG) RNA binding inhibition. Q9NR56. TR-FRET MBNL1-His/biotin-(CUG)12 binding, 665/545 ratio. Potency, µM (highest dose often 57.5 µM), for the others: at the top dose activity change, negative = inhibition, hits mostly inhibitors. 0.036% of 280,000 active; active = well fitted inhibition curve with a large enough effect in the signal ratio, with a control signal flat, not every such curve was filed as active; inconclusive = small, poorly fitted or top-dose-only effect, or effect the other way, or a change in a side signal; inactive = no such curve, though single readings can be large or run the other way; the % refers to the signal ratio; also: potency is read from the fitted curve at half-maximal effect; % is scaled to controls: 0 for no effect and ±100 for the full control effect
#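 Inhibition of protein-RNA binding appears as loss of TR-FRET between terbium anti-His antibody on MBNL1-His and streptavidin-XL665 on biotin-(CUG)12. Activity is normalized to buffer-only and uninhibited-complex controls.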
# BCR signal inh: chronic active BCR signaling inhibition | ABC-DLBCL IkBa-CBG/CBR reporter, luminescence ratio, 4 h | Potency, µM (titrated, usually from 46.1 µM), inactives show at the highest dose ratio change, negative = lower green/red ratio, hits mostly inhibitors | 0.05% of 340,000 active | AID 493014; active = well fitted inhibition curve with a large enough effect in the signal ratio, with a control signal flat, not every such curve was filed as active; inconclusive = small, poorly fitted or top-dose-only effect, or effect the other way, or a change in a side signal; the % refers to the signal ratio;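 also: potency is read from the fitted curve at half-maximal effect; plate controls were basal doxycycline-induced cells for no effect and cells given 10 µM MG132 for full effect; MG132 reads +100%, hits lower the ratio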
#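 Cell line TMD8 (human ABC DLBCL), stably expressing tet-inducible CBG68-IkBa fusion and CBR; IMDM/0.5% FBS; cpd up to 46 uM; dox induction, 4 h, 37C/5% CO2; dual luminescence; green/red ratio; MG132 control.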
# Active calls of the source: *; ? = inconclusive; nt = no result given; [ ] = remark or other dose. Unless noted, calls follow the shape of the dose curve; as a rule, active = well fitted curve in the direction sought with a large enough effect; inconclusive = small, poorly fitted or top-dose-only effect, or another doubt; inactive = no such curve, though single readings can be large; an effect the other way counts as inactive or inconclusive.
# Order of results – TSHR antagonist, GALK inh, KCNH2 WT inh, Menin-MLL TR inh, Mito fusion yeast, PKM2 act, ASM inhibitor, Eya2 phos inh, USP2a inh, MBNL1-CUG inh, BCR signal inh
[1] COc1ccc(/C=N/OC/C(O)=C(\C#N)c2nc3ccccc3[nH]2)cc1
    -12.2, -1.0%, -1.3, ?, -3.7%, -2.0%, 2.0%, 10.9%, 0.8%, 2.8%, ?
[2] CCC(=O)NCc1cc(-c2nn(C)c(=O)c3ccccc23)ccc1OC
    -10.1, -0.3%, 1.2, -1.8%, 0.9%, 2.8%, -1.1%, 4.2%, 0.2%, 6.9%, ?
[3] Cn1c(=O)c2c(nc(Br)n2Cc2nnc(N)s2)n(C)c1=O
    1.7, -1.9%, 2.7, nt, -9.3%, 16.0%, 6.7%, -22.8%, -1.0%, -0.7%, 5.1%
[4] C/C(=N\NC(=O)c1c(C)nc2ccccn12)c1cccc([N+](=O)[O-])c1
    -10.3, -2.5%, -7.2, 3.9%, -2.0%, 2.1%, 2.3%, 2.5%, 1.7%, ?, -0.6%
[5] O=C(CSc1ccc2ccccc2n1)N1CCC(c2noc3ccc(F)cc23)CC1
    -6.9, 1.6%, -3.2, -9.6%, 20µM*, -14.4%, -14.6%, 3.4%, 1.3%, -10.9%, 2.9%
[6] O=C(Nc1ccc2nsnc2c1)N1CCCCCC1
    -1.6, -2.4%, -2.6, 6.1%, 0.2%, 1.6%, 117.3%[activator], -16.2%, 3.2%, ?, -10.5%
[7] COc1ccccc1/C=C/C(=O)OCC(=O)NC1CCCCCC1
    -20.5, nt, 1.9, nt, -6.5%, nt, -1.6%, -8.7%, -1.7%, nt, ?
[8] COc1ccc(C(=O)Nc2cccc3c2C(=O)NC3=O)cc1S(=O)(=O)N1CCOCC1
    3.2, nt, 2.8, -11.6%, -3.1%, -2.6%, 7.8%, -0.9%, 1.2%, 16.0%, -0.4%
[9] COc1cc(OC)cc(C(=O)N[C@H](C(=O)OCC(N)=O)C(C)C)c1
    3.2, 0.0%, 0.5, 3.9%, -1.2%, 0.6%, 0.0%, -2.4%, 4.4%, nt, 0.0%
[10] CCN(CC)CCOC(=O)c1ccc(NC(=O)C2(c3ccccc3)CCCC2)cc1
    -3.3, nt, 11.3, -6.1%, -3.9%, -0.3%, 1.3%, 11.6%, 4.2%, -9.5%, 4.9%
[11] CCCN(C(=O)c1ccc(OCC(C)C)cc1)c1c(N)n(Cc2ccccc2)c(=O)[nH]c1=O
    2.5, nt, 10.4, nt, -7.6%, nt, nt, -5.6%, 0.1%, nt, 0.9%
[12] COC(=O)CCCC1=CC2=CC(=O)C(C)(OC(=O)c3cccs3)C(=O)C2=CN1c1ccc(OC)cc1 (stereo not drawn)
    1.5, 0.1%, -3.0, -28.4%[11.7 µM], ?, 7.6%[11.5 µM], 14.8%, 1.6%, 0.0%, ?, ?
[13] COc1ccc(CNc2nc3c(c(C(F)(F)F)n2)CCCCC3)cc1
    -34.9, -1.0%, nt, -2.5%, 28.6%, -2.8%, nt, -25.7%, 2.9%, -2.3%, -4.3%
[14] O=C(Nc1nnc(SCc2ccccn2)s1)C1CC(=O)N(c2ccccc2)C1 (stereo not drawn)
    12.2, 0.6%, -7.9, -10.1%, -3.3%, -4.4%, 2.3%, -1.6%, 3.4%, 8.1%, -5.2%
[15] CNc1nc(-c2ccccc2)cc(C)c1S(C)(=O)=O
    6.3, 6.3%, 1.3, 3.4%, 0.1%, 2.7%, nt, -4.9%, -0.4%, 1.7%, -10.3%
[16] COc1ccc(C(=O)Nc2ccc(NC(C)=O)cc2)cc1S(=O)(=O)N(C)Cc1ccccc1
    -3.6, nt, 0.4, nt, -0.1%, nt, -5.8%, 4.9%, 1.5%, nt, 2.0%
[17] CCOc1ccc(C2=Nn3c(nnc3-c3ccccn3)SC2)cc1
    29.9, 2.2%, 0.3, -18.2%[11.7 µM], -5.3%, 9.7%, -1.2%, -6.9%, 0.8%, ?, ?
[18] COc1cc(NC(=O)c2sc3nc(C)nc(N4CCOCC4)c3c2C)cc(OC)c1OC
    1.1, -2.4%, -2.5, -1.9%, 2.9%, 3.6%, -6.4%, -2.1%, -3.4%, ?, -25.0%
[19] N=C1C(c2ccccc2)=C(O)CN1CCCO
    -2.7, -0.3%, -2.8, -9.1%, -0.4%, -15.8%, 3.3%, 4.9%, 8.7%, 4.8%, 4.1%
[20] CSc1cccc(NC(=O)CSc2nc3ccccc3o2)c1
    -7.6, 8.4%, -7.5, nt, -0.6%, -8.2%, -3.8%, -2.5%, -1.2%, 0.7%, ?

21	COc1cccc(CNC(=O)c2cccc(NC3=NC4CS(=O)(=O)CC4S3)c2)c1 (stereo not drawn)
22	CCn1c(SCC(=O)NCc2cccs2)nc2c1c(=O)n(C)c(=O)n2C
23	COc1ccc(CN(C)CC(=O)NC(=O)Nc2ccccc2F)cc1
24	Cc1ccc(C)c(OCC(=O)NCC(c2ccco2)N2CCCCC2)c1 (stereo not drawn)
25	O=C(C1CCCO1)N(c1ccc(F)cc1)C1C=CS(=O)(=O)C1 (stereo not drawn)
26	Cc1ccc(S(=O)(=O)CCC(=O)Nc2nccs2)cc1
27	CC(C)NC(=O)NC(=O)CSc1ccc(S(=O)(=O)N2CCOCC2)cn1
28	Cc1sc2ncn(CC(=O)Nc3cccc(S(N)(=O)=O)c3)c(=O)c2c1-c1ccccc1
29	COc1ccc(N2CCN(C3CCCN(C(=O)C4=C(C)OCCO4)C3)CC2)cc1 (stereo not drawn)

screen / no. | 21 | 22 | 23 | 24 | 25 | 26 | 27 | 28 | 29
TSHR antagonist | 10.3 | -0.8 | 6.7 | -2.0 | 7.1 | 1.2 | 15.1 | 2.2 | 0.6
GALK inh | nt | 7.1% | nt | nt | 1.4% | -0.3% | nt | nt | 1.6%
KCNH2 WT inh | 4.2 | 1.4 | -5.0 | 3.9 | 7.2 | 2.5 | -0.6 | -4.0 | 7.5
Menin-MLL TR inh | 8.2% | 2.6% | nt | nt | 0.5% | -3.7% | nt | nt | nt
Mito fusion yeast | -2.3% | -0.6% | 5.8% | -5.2% | -6.9% | -3.2% | 8.8% | 3.9% | 3.7%
PKM2 act | 2.2% | 11.8% | nt | nt | -3.2% | -0.4% | nt | 2.1% | nt
ASM inhibitor | 0.0% | 0.5% | -0.1% | nt | -2.1% | -0.6% | 3.8% | -1.2% | 4.7%
Eya2 phos inh | 12.7% | 11.1% | -5.2% | -22.6% | 8.6% | -11.1% | -13.7% | -0.5% | 7.2%
USP2a inh | 0.0% | 1.4% | 0.3% | -4.7% | -1.4% | 1.8% | -0.5% | 3.1% | -1.9%
MBNL1-CUG inh | -6.9% | -12.9% | nt | nt | 0.2% | 1.4% | nt | -8.9% | -2.6%
BCR signal inh | 6.2% | 1.1% | ? | -1.5% | -0.5% | 14.3% | -4.6% | ? | ?

# Quoted at random: three entries already listed, in no set order.
23	COc1ccc(CN(C)CC(=O)NC(=O)Nc2ccccc2F)cc1
26	Cc1ccc(S(=O)(=O)CCC(=O)Nc2nccs2)cc1
25	O=C(C1CCCO1)N(c1ccc(F)cc1)C1C=CS(=O)(=O)C1 (stereo not drawn)

screen / no. | 23 | 26 | 25
TSHR antagonist | 6.7 | 1.2 | 7.1
GALK inh | nt | -0.3% | 1.4%
KCNH2 WT inh | -5.0 | 2.5 | 7.2
Menin-MLL TR inh | nt | -3.7% | 0.5%
Mito fusion yeast | 5.8% | -3.2% | -6.9%
PKM2 act | nt | -0.4% | -3.2%
ASM inhibitor | -0.1% | -0.6% | -2.1%
Eya2 phos inh | -5.2% | -11.1% | 8.6%
USP2a inh | 0.3% | 1.8% | -1.4%
MBNL1-CUG inh | nt | 1.4% | 0.2%
BCR signal inh | ? | 14.3% | -0.5%

# A portion of the library. The share of hits here may be higher or lower than overall.
